RmlCD inh 1536 – blocks M. tuberculosis RmlC and RmlD coupled enzymes | RmlC+RmlD coupled enzyme assay, percent inhibition; primary screen in compound mixtures | inhibition, % at 3.6 µM | hit rate 0.03% among 160,000 | AID 1533; in the data active = inhibition mostly above about 34%, no sharp cut-off; inconclusive = no clear call, values can overlap the other calls; inactive = mostly below about 22%; note: some results filed as inactive read as strong as hits
Target sequence (P9WH09 whole entry, looked up): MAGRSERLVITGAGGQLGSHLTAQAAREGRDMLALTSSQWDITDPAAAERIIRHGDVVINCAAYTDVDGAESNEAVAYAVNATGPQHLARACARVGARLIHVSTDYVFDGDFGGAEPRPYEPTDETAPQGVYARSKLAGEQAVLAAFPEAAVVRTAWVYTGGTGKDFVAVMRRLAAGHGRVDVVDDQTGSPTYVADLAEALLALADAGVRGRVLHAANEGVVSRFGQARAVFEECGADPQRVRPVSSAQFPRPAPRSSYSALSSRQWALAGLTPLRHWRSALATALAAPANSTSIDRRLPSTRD
Target sequence (P9WH11 whole entry, looked up): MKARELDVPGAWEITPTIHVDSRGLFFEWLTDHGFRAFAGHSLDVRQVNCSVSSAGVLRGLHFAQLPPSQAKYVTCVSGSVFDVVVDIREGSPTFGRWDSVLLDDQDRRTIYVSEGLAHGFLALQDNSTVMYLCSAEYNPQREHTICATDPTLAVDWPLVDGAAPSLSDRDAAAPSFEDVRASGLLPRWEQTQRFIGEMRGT
M. tuberculosis GlmU – inhibition of mycobacterial GlmU enzyme – biochemical, glucosamine-1-phosphate acetyltransferase (AID 1376). M. tuberculosis GlmU acetyltransferase enzyme assay; higher % means a stronger effect. inhibition, %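 (tested at 30 µM in the primary screen)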; hits with a dose series show IC50 in µM. hit rate 0.25% among 220,000; in the data active = inhibition above about 13%; inconclusive = no clear call, values can overlap the other calls;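 note: 0% = complete reaction with vehicle and 100% = reaction without substrate; strong numbers were not always called active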
* marks the source's active call; other numbers are inactive results. Not all compounds are listed, so the mix of outcomes need not match the whole.

Results for O=[N+]([O-])c1ccc(N2CCCCCC2)c(S(=O)(=O)N2CCCCC2)c1 ?
RmlCD inh 1536: 8; M. tuberculosis GlmU: 1.3%

How did Cc1c(Br)c([N+](=O)[O-])nn1CCCC(=O)Nc1sc2c(c1C(N)=O)CCC(C)C2 (centres undefined) do in these assays?
RmlCD inh 1536: -5; M. tuberculosis GlmU: 3.4%

How did CCOC(=O)c1cnn2c(C(F)F)cc(C3CC3)nc12 do in these assays?
RmlCD inh 1536: -11; M. tuberculosis GlmU: 5.7%

Results for Cn1cc(Br)c(C(=O)NC2CCCCC2)n1 ?
M. tuberculosis GlmU: 2.3%

Results for CC(NC(=O)c1ccc(Cl)cc1)C(=O)NC1=NCCS1 (centres undefined) ?
RmlCD inh 1536: 13; M. tuberculosis GlmU: -9.7%

Results for CCN(CC)C(=O)N1CCC(NC(=O)c2ccc(C(C)(C)C)cc2)CC1 ?
M. tuberculosis GlmU: -8.6%

Results for CCn1c(SCC(=O)Nc2cc(C)on2)nc2sc3c(c2c1=O)CCCC3 ?
M. tuberculosis GlmU: 4.9%

Results for O=C(CCc1ccc(S(=O)(=O)N2CCOCC2)cc1)N/N=C/c1ccc(F)cc1F ?
RmlCD inh 1536: 6; M. tuberculosis GlmU: 1.1%

Results for CC(C)N(C(=O)CSc1ncnc2sc(-c3ccccc3)cc12)C(C)C ?
M. tuberculosis GlmU: 3.7%

What do the screens show for `COc1ccccc1/C=C/C(=O)Nc1ccc2c(c1)CCC2`?
RmlCD inh 1536: -8; M. tuberculosis GlmU: 3.5%

What do the screens show for `Cn1c2c(c(=O)n(C)c1=O)CN(Cc1ccc3c(c1)OCO3)CN2`?
M. tuberculosis GlmU: 1.4%

What do the screens show for `CCN(CC)S(=O)(=O)c1ccc2[nH]cc(C(=O)NCCc3ccccc3)c(=O)c2c1`?
RmlCD inh 1536: -12; M. tuberculosis GlmU: 2.5%

What do the screens show for `COC(=O)C1=NN(C(=O)c2ccc(C)cc2)C(O)(c2ccc(Cl)cc2)C1` (centres undefined)?
RmlCD inh 1536: 6; M. tuberculosis GlmU: 1.0%

How did COCCCn1c(SCC(=O)Nc2cccc(C)n2)nnc1-c1ccco1 do in these assays?
RmlCD inh 1536: -6; M. tuberculosis GlmU: 1.1%

What do the screens show for `C=CCNC(=O)/C(C#N)=C/c1ccc2c(c1)OCCO2`?
RmlCD inh 1536: -2; M. tuberculosis GlmU: -2.0%

Results for Cc1cc(-c2n[nH]c(=S)n2Cc2ccccc2)cs1 ?
RmlCD inh 1536: 10; M. tuberculosis GlmU: -0.3%

Results for O=C(/C=C\c1ccc2c(c1)OCO2)CC1(O)C(=O)Nc2ccccc21 (centres undefined) ?
RmlCD inh 1536: 5; M. tuberculosis GlmU: -2.1%

Results for CCOC(=O)Cn1c(=O)cc(C)c2ccccc21 ?
RmlCD inh 1536: 7; M. tuberculosis GlmU: -6.9%

Results for COc1ccc(-c2nc(C#N)c(NCc3ccco3)o2)cc1 ?
RmlCD inh 1536: inconclusive; M. tuberculosis GlmU: 2.6%

Results for C=CCn1c(O)c(C(C)=Nc2ccc(C(=O)O)cc2)c(=O)[nH]c1=O ?
RmlCD inh 1536: -6; M. tuberculosis GlmU: -5.9%

Continued (2 carried over from the part before).
Results for COc1ccc(-c2nc(C#N)c(NCc3ccco3)o2)cc1 ?
RmlCD inh 1536: inconclusive; M. tuberculosis GlmU: 2.6%

Results for C=CCn1c(O)c(C(C)=Nc2ccc(C(=O)O)cc2)c(=O)[nH]c1=O ?
RmlCD inh 1536: -6; M. tuberculosis GlmU: -5.9%

What do the screens show for `CCOC(=O)CC(=O)CSc1nc2ccc(C)cc2cc1C#N`?
RmlCD inh 1536: -13; M. tuberculosis GlmU: 4.0%

What do the screens show for `COc1ccccc1NS(=O)(=O)c1cc(NC(=O)C2CCC2)ccc1N1CCCCC1`?
RmlCD inh 1536: 11; M. tuberculosis GlmU: -1.1%

Results for CCOc1cc2[nH]c(=O)n(CCCCC(=O)N3CCCCCC3)c(=O)c2cc1OCC ?
M. tuberculosis GlmU: 7.2%

How did CCOC(=O)CN1CC23C=CC(O2)C(C(=O)NCc2ccc(F)cc2)C3C1=O (centres undefined) do in these assays?
RmlCD inh 1536: 5; M. tuberculosis GlmU: 3.3%

How did CCCCC(=O)Nc1cc(N(C)C)nc2ccccc12 do in these assays?
RmlCD inh 1536: 21; M. tuberculosis GlmU: 0.1%

How did Cc1cccc(OCc2nnc(SCC(=O)Nc3cccc(C(=O)N4CCOCC4)c3)o2)c1C do in these assays?
RmlCD inh 1536: 34; M. tuberculosis GlmU: 3.8%

How did Cc1cc(C)nc(SCC(=O)Nc2ncc(Cc3cccc(Cl)c3Cl)s2)n1 do in these assays?
RmlCD inh 1536: -11; M. tuberculosis GlmU: 2.6%

How did CSc1ncccc1C(=O)OCC(=O)C(C)(C)C do in these assays?
RmlCD inh 1536: 10; M. tuberculosis GlmU: -0.5%

Results for Cn1ccc(C(=O)OCC(=O)Nc2cccc3ccccc23)n1 ?
RmlCD inh 1536: 7; M. tuberculosis GlmU: 6.1%

What do the screens show for `Cc1ccc(C(=O)Nc2sc(C(=O)N(C)C)c(C)c2C#N)cc1`?
RmlCD inh 1536: -10; M. tuberculosis GlmU: -1.6%

What do the screens show for `O=C(Nc1cccnc1)c1ccc(S(=O)(=O)c2ccccc2)cc1`?
RmlCD inh 1536: -15; M. tuberculosis GlmU: 2.1%

What do the screens show for `CCCCn1c(SCC(=O)Nc2ccccc2C(F)(F)F)nc2ccsc2c1=O`?
RmlCD inh 1536: 5; M. tuberculosis GlmU: -0.8%

Results for COc1ccc2oc(=O)c(-c3csc(Nc4ccc(O)cc4)n3)cc2c1 ?
RmlCD inh 1536: 2; M. tuberculosis GlmU: 2.6%

Results for COC(=O)c1sc(NC(=O)c2cc3c(s2)CCCC3)nc1C ?
M. tuberculosis GlmU: 2.5%

What do the screens show for `Cc1ccc(-c2cc3nn(-c4ccccc4)c(N)c3c(=O)o2)cc1`?
RmlCD inh 1536: -5; M. tuberculosis GlmU: 3.1%

What do the screens show for `CCOc1ccc(C(=O)NCC(C)C)cc1`?
RmlCD inh 1536: -6; M. tuberculosis GlmU: -3.4%

Results for Cc1cccc(N2CCN(C(=S)NCCc3ccccc3)CC2)c1C ?
RmlCD inh 1536: -12; M. tuberculosis GlmU: -0.8%

What do the screens show for `CN(Cc1ccon1)Cc1cn(Cc2ccccc2)nc1-c1ccc2c(c1)OCO2`?
RmlCD inh 1536: -7; M. tuberculosis GlmU: -1.1%

How did CC1(C)Cc2nc3sc4c(SCC(=O)NCc5ccco5)ncnc4c3cc2CO1 do in these assays?
RmlCD inh 1536: -6; M. tuberculosis GlmU: -2.9%

What do the screens show for `CC(Cc1ccccc1)NC(=O)/C=C/C(=O)O` (centres undefined)?
RmlCD inh 1536: -6; M. tuberculosis GlmU: 4.1%

How did Cc1cccc(OCC(=O)N/N=C2/SCC(=O)N2Cc2ccco2)c1 do in these assays?
RmlCD inh 1536: 6; M. tuberculosis GlmU: 8.9%

Results for N#C/C(=C/c1ccc(C(=O)O)cc1)C(=O)Nc1ccccc1 ?
RmlCD inh 1536: 11; M. tuberculosis GlmU: -2.5%

Results for COc1ccc(NC(=O)C2C3CC/C=C\CCC32)cc1 (centres undefined) ?
RmlCD inh 1536: -1; M. tuberculosis GlmU: 17%

Results for CCc1ccc(NC2Nc3cc(C)nn3S2)cc1 (centres undefined) ?
RmlCD inh 1536: -1; M. tuberculosis GlmU: 0.3%

How did CCNC(=S)N1CCN(C(=O)c2ccco2)CC1 do in these assays?
RmlCD inh 1536: -12; M. tuberculosis GlmU: -0.9%

How did COc1ccc(C2=[N+]([O-])C(C)(C)N(O)C2(C)C)cc1 do in these assays?
M. tuberculosis GlmU: 5.5%

What do the screens show for `O=C(CO)N/N=C/c1cccc(Cl)c1Cl`?
RmlCD inh 1536: 1; M. tuberculosis GlmU: 8.1%

How did C/C(CC(=O)Nc1ccc(Cl)c(Cl)c1)=N\NC(=O)C(=O)N1CCCCC1 do in these assays?
RmlCD inh 1536: -6; M. tuberculosis GlmU: 6.4%

What do the screens show for `O=C(Nc1nc(-c2ccccn2)cs1)c1ccco1`?
RmlCD inh 1536: -7; M. tuberculosis GlmU: 1.6%

What do the screens show for `COc1cc2[nH]c3c(=O)n(CCN(C(C)C)C(C)C)cnc3c2cc1OC`?
RmlCD inh 1536: -4; M. tuberculosis GlmU: 2.4%

What do the screens show for `CCC(Sc1nc(C)cc(=O)[nH]1)C(=O)Nc1nnc(C)s1` (centres undefined)?
M. tuberculosis GlmU: -1.6%

What do the screens show for `CCC1(c2cccc(Cl)c2)NC(=O)N(Cc2cc(C(=O)OC)c(C)o2)C1=O` (centres undefined)?
RmlCD inh 1536: -8; M. tuberculosis GlmU: 4.1%

How did COc1cc(C(=O)NC(=S)N(C)Cc2ccccc2)cc(OC)c1OC do in these assays?
RmlCD inh 1536: -4; M. tuberculosis GlmU: -7.7%

Results for Cc1ccc(C)c(C(=O)OCC(=O)Nc2ccc(N3CCOCC3)cc2)c1 ?
M. tuberculosis GlmU: 0.5%

How did SC(COCc1ccccc1)CN1CCN(Cc2ccc3c(c2)OCO3)CC1 (centres undefined) do in these assays?
RmlCD inh 1536: -11; M. tuberculosis GlmU: -0.2%

Results for CN(C)c1ccc(C2/C(=C(/O)c3ccccc3)C(=O)C(=O)N2CCCC(=O)O)cc1 (centres undefined) ?
RmlCD inh 1536: 8; M. tuberculosis GlmU: -2.8%

Results for BrC(=C\c1ccccc1)/C=N/Nc1nc2ccccc2[nH]1 ?
M. tuberculosis GlmU: -4.0%

How did CC(C)C/C(=N/O)c1cn(C)c2ccccc12 do in these assays?
RmlCD inh 1536: 1; M. tuberculosis GlmU: -1.1%

Results for Cc1cc2oc(=O)cc(Cn3ccnc3)c2cc1C ?
M. tuberculosis GlmU: -1.7%

What do the screens show for `Cc1cc(C)c(C)c(S(=O)(=O)NCc2cccnc2)c1C`?
RmlCD inh 1536: 9; M. tuberculosis GlmU: -0.9%

Molecules shown so far that have a cyano group (5):
What do the screens show for `C=CCNC(=O)/C(C#N)=C/c1ccc2c(c1)OCCO2`?
RmlCD inh 1536: -2; M. tuberculosis GlmU: -2.0%

Results for COc1ccc(-c2nc(C#N)c(NCc3ccco3)o2)cc1 ?
RmlCD inh 1536: inconclusive; M. tuberculosis GlmU: 2.6%

What do the screens show for `CCOC(=O)CC(=O)CSc1nc2ccc(C)cc2cc1C#N`?
RmlCD inh 1536: -13; M. tuberculosis GlmU: 4.0%

What do the screens show for `Cc1ccc(C(=O)Nc2sc(C(=O)N(C)C)c(C)c2C#N)cc1`?
RmlCD inh 1536: -10; M. tuberculosis GlmU: -1.6%

Results for N#C/C(=C/c1ccc(C(=O)O)cc1)C(=O)Nc1ccccc1 ?
RmlCD inh 1536: 11; M. tuberculosis GlmU: -2.5%

Next section.
What do the screens show for `O=S(=O)(c1ccc2c(c1)OCCO2)N1CCC(c2nc3ccc(Cl)cc3[nH]2)CC1`?
RmlCD inh 1536: 1; M. tuberculosis GlmU: 4.1%

How did Cc1ccc(NC(=S)NCc2ccc(S(N)(=O)=O)cc2)c(C)c1 do in these assays?
M. tuberculosis GlmU: -4.3%

How did Cc1c(C(=O)O)cccc1-c1ccc(/C=C2/NC(=O)N(c3ccccc3)C2=O)o1 do in these assays?
RmlCD inh 1536: -24; M. tuberculosis GlmU: -0.5%

Results for COc1ccc(-n2c(=O)c3ccccc3n(CC(=O)NC3CCCCC3)c2=O)cc1 ?
M. tuberculosis GlmU: -3.4%

What do the screens show for `N#Cc1ccccc1COC(=O)c1cccnc1N`?
RmlCD inh 1536: 3; M. tuberculosis GlmU: -0.4%

How did N#CC(C#N)=C1c2cc(S(=O)(=O)NCCO)ccc2-c2ccc(S(=O)(=O)NCCO)cc21 do in these assays?
RmlCD inh 1536: 2; M. tuberculosis GlmU: -1.0%

What do the screens show for `CC1(C)Cc2c(ccc3ccccc23)C(c2cc3ccccc3oc2=O)=N1`?
RmlCD inh 1536: -3; M. tuberculosis GlmU: -0.3%

What do the screens show for `COCCN(CCOC)C(=S)Nc1ccccc1`?
RmlCD inh 1536: 4; M. tuberculosis GlmU: 8.0%

Results for CC1(C)C(=O)OC(c2cccn2-c2ccc([N+](=O)[O-])cc2)C2(CCCCC2)C1=O (centres undefined) ?
RmlCD inh 1536: -3; M. tuberculosis GlmU: -3.2%

What do the screens show for `Cc1cc(C(=O)OCC(=O)Nc2ccccc2)c(C)o1`?
M. tuberculosis GlmU: 2.2%

Results for CCCCC(CC)c1nnc(NC(=O)c2cccs2)s1 (centres undefined) ?
RmlCD inh 1536: -4; M. tuberculosis GlmU: 3.8%

What do the screens show for `Cc1nn(Cc2ccc(Cl)cc2)c(C)c1NC(=O)c1c(-c2ccccc2)noc1C`?
M. tuberculosis GlmU: 0.9%

How did O=S(=O)(c1ccc(NC(=S)Nc2ccccc2)cc1)N1CCOCC1 do in these assays?
RmlCD inh 1536: 2; M. tuberculosis GlmU: -6.8%

Results for O=C(CCSc1nc2ccccc2s1)N/N=C/c1c(O)ccc2ccccc12 ?
RmlCD inh 1536: 3; M. tuberculosis GlmU: 3.5%

Results for O=c1cc(CO)oc(C(Nc2ccccn2)c2ccc(F)cc2)c1O (centres undefined) ?
RmlCD inh 1536: 7; M. tuberculosis GlmU: -7.1%

How did Cc1cccc2nc3ccccc3nc12 do in these assays?
RmlCD inh 1536: -11; M. tuberculosis GlmU: -1.6%

What do the screens show for `O=C(CN1CCCN(Cc2ccc(F)cc2Cl)C1=O)NCc1ccccc1`?
RmlCD inh 1536: 6; M. tuberculosis GlmU: 1.4%

Results for Cn1c(=O)c(C#N)c(-c2ccc(F)cc2)c2cc(C(=O)c3cc(Cl)cc(Cl)c3O)cnc21 ?
RmlCD inh 1536: 9; M. tuberculosis GlmU: 4.2%

Results for CCc1nnc(NC(=O)c2ccc(S(C)(=O)=O)cc2)s1 ?
RmlCD inh 1536: -9; M. tuberculosis GlmU: 0.5%

How did Cc1cccc(OCc2nnc(SCC(=O)Nc3cc(C)on3)n2C)c1 do in these assays?
M. tuberculosis GlmU: 2.2%

High-throughput results as filed in PubChem.
